# Assay outcomes deposited in PubChem by several laboratories.
# Rac1 GTP hydrolysis = MgcRacGAP GTPase-activating activity inhibitors, confirmation, biochemical, ADP Hunter fluorescence | one-dose inhibition, % at 30 µM; IC50 in µM for titrated hits | MgcRacGAP-stimulated Rac1 GTP hydrolysis, ADP Hunter fluorescence; higher % means a stronger effect; GST-tagged Rac1 F28L mutant substrate | hit rate 0.6% among 340,000;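 active means first-screen hits whose inhibition reached a set limit at any dose in the follow-up dose series; inconclusive means inhibition above the set first-screen limit but never retested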;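 further: fluorescence reports GDP produced by GAP-driven GTP hydrolysis; strong numbers were not always called active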
# RSV CPE inhibition = RSV antiviral activity via CPE protection, HEp-2 cells, primary 10 µM value included (AID 2391). one-dose CPE inhibition, % at 10 µM; IC50 in µM for titrated hits. hit rate 0.13% among 310,000. HEp-2 cells, RSV-induced CPE inhibition; higher % means a stronger effect; in the data active means a potency from the dose series; inconclusive means CPE inhibition mostly from about 23% at the one dose, without a potency; inactive means the rest, 99 in 100 with CPE inhibition below about 21%; further: strong numbers were not always called active
# PhoP inhibition = PhoP-dependent GFP reporter repression – Salmonella Typhimurium, primary screen (AID 1863); S. Typhimurium PhoP-regulated promoter GFP reporter, 4 h; higher % means a stronger effect; inhibition, % at 50 µM, or IC50 in µM where a hit was titrated; hit rate 0.16% among 300,000;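 active means inhibition over 29.93%, a cutoff 3 SD above the screen mean, later confirmed by dose response; inconclusive means inhibition over 29.93% but no dose response follow-up; inactive means inhibition at most 29.93% or unconfirmed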;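 further: 0% = low Mg2+ inducing control and 100% = high Mg2+ repressing control; strong numbers were not always called active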
# T cell HTS = modulates CD8 T cell binding to vesicles; 2C CD8+ T cell-vesicle binding, flow cytometry; stronger effect = lower value; calls only at 7 µM; hit rate 0.068% among 330,000;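 active means response, share of CD8 T cells binding vesicles, and their 90th percentile fluorescence all below set limits, cut at about 80% in these data, passing the limit was not always enough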
#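 material = purified 2C TCR transgenic mouse naive CD8+ T cells | controls = Unloaded micro-vesicles (low), QL9 vesicles with 0.7% DMSO (high) | detection = cytometric PE anti-B7-1 and Alexa647 anti-CD8 signals after 1% paraformaldehyde fixation | incubation = binding step 1.5 h, 37 °C, antibody labelling 20 min, ice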
# Dengue-2 NS5 capping = flavivirus cap methylation enzyme inhibition – biochemical, confirmation dose response, primary screen (AID 588689); inhibition, % at 25 µM, or IC50 in µM where a hit was titrated; hit rate 0.3% among 340,000; Dengue-2 NS5 methyltransferase capping enzyme assay, biochemical; higher % means a stronger effect; in the data active means a potency from the dose series; inconclusive means inhibition above about 29% without an active follow-up result
# NTR1 agonist = NTR1-driven beta-arrestin-GFP spot formation – imaging, U2OS cells, high content, primary screen (AID 493036); agonist mode; P30989; activation, % at 20 µM; hit rate 0.17% among 330,000;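 active means activation at or above 40% of the spot to cytoplasm intensity ratio, with at least 20 cells analyzed; inconclusive means wells under 20 cells, flagged as cytotoxic or low count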;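 further: 0% = DMSO without peptide and 100% = 100 nM NTR1 peptide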
# Target sequence (P30989 whole entry, looked up): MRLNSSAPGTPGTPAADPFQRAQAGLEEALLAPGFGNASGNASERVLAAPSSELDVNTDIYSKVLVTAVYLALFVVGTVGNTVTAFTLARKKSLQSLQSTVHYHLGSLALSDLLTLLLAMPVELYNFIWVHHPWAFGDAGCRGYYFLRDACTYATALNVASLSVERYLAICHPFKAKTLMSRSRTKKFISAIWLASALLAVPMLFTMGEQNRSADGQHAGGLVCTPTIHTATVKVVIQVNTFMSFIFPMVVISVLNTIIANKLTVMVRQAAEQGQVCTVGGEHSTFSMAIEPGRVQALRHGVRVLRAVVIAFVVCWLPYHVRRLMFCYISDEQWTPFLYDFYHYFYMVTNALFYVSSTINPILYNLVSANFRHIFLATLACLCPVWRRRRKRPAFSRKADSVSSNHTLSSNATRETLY
# West Nile virus CPE = inhibition of WNV-induced cytopathic effect – cell-based, CPE readout (AID 1621). West Nile virus-infected cells, CPE inhibition; higher % means a stronger effect. CPE inhibition, % at 10 µM; hits with a dose series show IC50 in µM. hit rate 0.02% among 290,000; in the data active means a potency from the dose series; inconclusive means CPE inhibition mostly from about 3.7% at the one dose, without a potency; inactive means the rest, 99 in 100 with CPE inhibition below about 2.2%; further: strong numbers were not always called active
# K1F lysis inhibition = protection from phage-mediated lysis, alamar blue read-out – E. coli UTI89, K1F phage, bacterial capsule biogenesis inhibitors (AID 488966) | E. coli UTI89 K1F phage lysis, alamar blue, 2 h; higher % means a stronger effect | inhibition, % at 100 µM; hits with a dose series show IC50 in µM | hit rate 0.02% among 340,000;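 active means phage lysis inhibition, versus mean bacterial control, above a set limit; inconclusive means no clear call, values can overlap the other calls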;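 further: capsule biogenesis inhibitors block K1F phage lysis so surviving cells raise fluorescence; higher fluorescence means more inhibition of phage lysis; actives were called in the ten point dose series up to 300 µM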
# SV40 large T antigen = SV40 large T antigen inhibitors, biochemical (AID 1903); SV40 large T antigen ATPase/helicase inhibition assay; higher % means a stronger effect; one-dose inhibition, % at 20 µM; IC50 in µM for titrated hits; hit rate 0.39% among 310,000; in the data active means a potency from the dose series; inconclusive means inhibition mostly from about 32% at the one dose, without a potency; inactive means the rest, 99 in 100 with inhibition below about 32%; further: strong numbers were not always called active
# T cell HTS vesicle-bound % = further read-out of T cell HTS, marked with its call; double positive events, %; measured here: CD8+ vesicle-bound cell fraction;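 binding gate set so that unloaded-vesicle control wells show 10% double positive cells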
# NTR1 agonist cell count 20 µM = second read-out of NTR1 agonist, no call of its own (marks repeat the call); cell count; measured here: cell count, cytotoxicity flag
# Dengue-2 NS5 capping pilot replicate = second read-out of Dengue-2 NS5 capping, no call of its own (marks repeat the call); inhibition, %; measured here: pilot screen replicate inhibition
# * = called active by the depositor; i = inactive; ? = inconclusive; · = no result given; [ ] = remark or other dose. This is a random part of the collection; about 1.5% have a hit in one of these screens.
SMILES,Rac1 GTP hydrolysis,RSV CPE inhibition,PhoP inhibition,T cell HTS,T cell HTS vesicle-bound %,Dengue-2 NS5 capping,NTR1 agonist,NTR1 agonist cell count 20 µM,West Nile virus CPE,K1F lysis inhibition,SV40 large T antigen,others
COc1ccc(/C=N/Nc2nc(C(=O)O)cs2)cc1,15%,-0.8%,-7%,i,54,20%,-0.8,70,0.1%,0.2%,29%,
c1ccc(C2CCC(N3CCN(c4ccccc4)CC3)CC2)cc1 (centres undefined),7%,2.6%,14%,i,41,4%,0.8,61,-0.7%,0.2%,-5%,Dengue-2 NS5 capping pilot replicate=6.7
CCCC[C@H](CN[C@@H](CNC)[C@H](C)CC)NCCC12CCC(CC1)C2,2%,-2.3%,13%,i,12,-6%,33,60,?,?,17%,
COC(=O)c1ccccc1NC(=O)CSc1n[nH]c(-c2ccco2)n1,3%,5.8%,5%,i,27,-5%,3.1,36,0.1%,0.7%,-1%,
CC1CCCN(C(=O)CSc2nnc(-c3cccs3)o2)C1 (centres undefined),7%,1.1%,-4%,i,44,-1%,8.7,68,-0.6%,0.6%,3%,
NCc1c(O)ccc2ccccc12,·,3.5%,-1%,i,35,·,0.2,54,-0.2%,·,18%,
Cc1cccc(N2CCN(S(=O)(=O)c3ccc4c(c3)CCN4C(=O)CCC(=O)O)CC2)c1C,0%,5.7%,-5%,i,53,-2%,1.2,91,-0.1%,6.6%,3%,
O=C(CSc1ccc2ccccc2c1)Nc1ccncc1,-12%,0.1%,-14%,i,10,-2%,1.8,56,·,1.8%,12%,
COC(=O)CNC(=O)CCC(=O)N1CCN(C(c2ccccc2)c2ccccc2)CC1,2%,1.0%,2%,i,41,-2%,1.3,61,-0.1%,-0.1%,-3%,
O=C(NCCc1ccco1)c1nn(Cc2ccccc2)c(=O)c2ccccc12,7%,5.7%,10%,i,67,-55%,0.1,85,-0.2%,0.9%,5%,
CS(=O)(=O)N1CCN(C(=O)c2cc(-c3cccs3)nc3ccccc23)CC1,-7%,1.4%,6%,i,9,-7%,-1.3,55,0.3%,0.0%,6%,
O=C(CCC(=O)c1cccs1)OCc1nc2ccccc2s1,10%,-0.2%,11%,i,45,-5%,-2.6,90,0.4%,0.1%,3%,
O=C(NCc1ccccc1F)C1CCCN(S(=O)(=O)N2CCOCC2)C1 (centres undefined),11%,1.1%,-3%,i,18,-2%,-0.5,58,-0.2%,0.1%,·,
COc1cc2c(cc1OC)C1=C(C#N)CCC(=NC(=O)c3ccc(Cl)cc3)N1CC2,-2%,-1.8%,-2%,i,24,9%,-0.4,30,0.0%,2.7%,6%,
COc1ccccc1C(=O)n1nc(-c2cccnc2)nc1N,-7%,0.7%,18%,i,36,1%,-1.7,58,0.5%,0.2%,8%,
Cc1ccc(-c2cc(-c3n[nH]c(=S)o3)c3ccccc3n2)cc1,10%,4.8%,-1%,i,21,5%,·,·,0.1%,-1.6%,11%,
Fc1ccc(CNc2ncnc3c2cnn3-c2ccccc2)cc1,10%,2.5%,3%,i,42,0%,1.7,69,-0.1%,-0.1%[50 µM],-1%,
Cc1ccc(C2=CN(Cc3ccccc3)CCC2=O)cc1,7%,·,·,i,7,-8%,-3.3,59,·,-1.4%,·,
CCc1ccc(N(C2C=CS(=O)(=O)C2)S(=O)(=O)c2ccccc2)cc1 (centres undefined),2%,2.3%,-15%,i,43,-1%,-1.0,49,-1.2%,5.0%,4%,
CCOc1cc(C(=O)NC2CC(C)(C)NC(C)(C)C2)cc(OCC)c1OCC,-7%,0.7%,-16%,i,62,-3%,-1.0,36,-0.3%,-0.4%,6%,

# Molecules shown so far that have an aryl thioether with sulfur outside any ring:
SMILES,Rac1 GTP hydrolysis,RSV CPE inhibition,PhoP inhibition,T cell HTS,T cell HTS vesicle-bound %,Dengue-2 NS5 capping,NTR1 agonist,NTR1 agonist cell count 20 µM,West Nile virus CPE,K1F lysis inhibition,SV40 large T antigen,others
COC(=O)c1ccccc1NC(=O)CSc1n[nH]c(-c2ccco2)n1,3%,5.8%,5%,i,27,-5%,3.1,36,0.1%,0.7%,-1%,
CC1CCCN(C(=O)CSc2nnc(-c3cccs3)o2)C1 (centres undefined),7%,1.1%,-4%,i,44,-1%,8.7,68,-0.6%,0.6%,3%,
O=C(CSc1ccc2ccccc2c1)Nc1ccncc1,-12%,0.1%,-14%,i,10,-2%,1.8,56,·,1.8%,12%,

# Returning to the listing, starting three compounds before the break.
SMILES,Rac1 GTP hydrolysis,RSV CPE inhibition,PhoP inhibition,T cell HTS,T cell HTS vesicle-bound %,Dengue-2 NS5 capping,NTR1 agonist,NTR1 agonist cell count 20 µM,West Nile virus CPE,K1F lysis inhibition,SV40 large T antigen,others
Cc1ccc(C2=CN(Cc3ccccc3)CCC2=O)cc1,7%,·,·,i,7,-8%,-3.3,59,·,-1.4%,·,
CCc1ccc(N(C2C=CS(=O)(=O)C2)S(=O)(=O)c2ccccc2)cc1 (centres undefined),2%,2.3%,-15%,i,43,-1%,-1.0,49,-1.2%,5.0%,4%,
CCOc1cc(C(=O)NC2CC(C)(C)NC(C)(C)C2)cc(OCC)c1OCC,-7%,0.7%,-16%,i,62,-3%,-1.0,36,-0.3%,-0.4%,6%,
CCC1CCCCN1CCCNC(=O)c1ccc(CS(=O)(=O)Cc2ccccc2F)o1 (centres undefined),11%,-0.8%,9%,i,55,-1%,1.6,58,0.3%,1.2%,10%,
Cc1ccc(C)c(Nc2nc3nonc3nc2N2CCOCC2)c1,0%,1.3%,-1%,i,30,-1%,1.4,44,·,0.0%,1%,
COc1ccc(-c2noc(CSc3nc4ccccc4c(=O)n3-c3ccc(C)cc3)n2)cc1,15%,11%,0%,i,46,-4%,-2.1,57,1.2%,0.7%,-4%,
COc1ccccc1N1CCN(C(=O)COc2cccc(C)c2C)CC1,9%,2.8%,-5%,i,46,1%,3.1,54,-0.1%,0.4%,9%,
Cc1cccc(OCC(=O)N2CCN(c3nnc(-c4ccccc4)c4ccccc34)CC2)c1,2%,22%,-22%,i,36,10%,3.4,43,-0.9%,-1.8%,13%,
COc1ccc(CC(=O)Nn2c(-c3ccccc3)nc3ccccc3c2=O)cc1,6%,-0.6%,14%,i,36,1%,0.8,39,-0.2%,0.5%[50 µM],6%,
CC(=O)Nc1ccc2sc(C)nc2c1,9%,1.5%,-5%,i,4,-1%,1.3,47,0.3%,0.3%,11%,
COC(=O)C1=C(C(=O)OC)[C@@H]2N(C)c3ccccc3[C@@]23C[C@@H](CO)N(C(=O)c2cccs2)C3=N1,8%,0.8%,1%,i,18,-5%,-1.4,68,-0.8%,0.6%,16%,
CCOc1ccc(-n2cc(C(=O)NCc3ccco3)c3cc(OC)c(OC)cc3c2=O)cc1,13%,0.0%,1%,i,55,-5%,-0.8,82,0.7%,4.1%,1%,
O=C(NCCN1CCOCC1)c1cc(-c2ccc(Cl)cc2Cl)on1,5%,1.6%,4%,i,47,7%,-0.4,48,-0.9%,0.1%,4%,
CC1CN(CC(O)COc2ccc(C#N)cc2)CCN1CC(O)COc1ccc(C#N)cc1 (centres undefined),5%,17%,4%,i,38,-10%,0.6,49,-1.0%,0.0%,5%,
CC1CC(=O)Nc2ccccc2N1C(=O)CN1C(=O)C(=O)N(C)C1=O (centres undefined),5%,·,·,i,22,-2%,3.6,59,·,1.0%,·,
O=C(CCS(=O)(=O)c1ccc(F)cc1)Nc1nnc(-c2ccco2)o1,5%,1.4%,-5%,i,53,-8%,-1.3,55,·,1.7%[50 µM],19%,
Cc1onc(-c2ccccc2Cl)c1C(=O)N1CCN(C(=O)c2ccco2)CC1,10%,-1.6%,-9%,i,36,4%,-1.6,46,-0.2%,-0.3%,4%,
O=C(NCc1ccc(Cl)cc1)Nc1ccc(F)cc1,14%,5.7%,6%,i,60,-5%,-0.5,51,-0.2%,0.1%,4%,
CC(Oc1ccc(F)cc1)C(=O)Nc1sc2c(c1C(=O)NCc1cccnc1)CCCC2 (centres undefined),9%,3.5%,26%,i,10,3%,5.0,96,1.1%,-0.7%,-3%,
FC(F)(F)C(Oc1nc(Nc2ccc(Cl)cc2)nc(N2CCOCC2)n1)C(F)(F)F,-3%,7.5%,-8%,i,15,-10%,8.3,25,-0.3%,1.6%,3%,
Cc1cc(C(=O)OC2CCOC2=O)c2ccccc2n1 (centres undefined),0%,-0.4%,3%,i,29,-2%,1.2,53,0.2%,0.1%,12%,
O=C(c1ccc(F)cc1)C(CN1CCOCC1)c1ccccc1 (centres undefined),-3%,6.9%,30%,i,26,-9%,24,48,-1.3%,0.2%,0%,
CCCCCCN=CC1=C(O)C(C(=O)OC)C(C)(C)CC1=O (centres undefined),-1%,0.9%,-4%,i,6,-1%,1.0,55,0.0%,0.2%,12%,
COc1ccc(CCCc2nnc(SCC(=O)Nc3cccc(C)c3)o2)cc1,1%,2.1%,-2%,i,36,-3%,-0.3,37,0.4%,1.2%,-9%,
COc1cc2c(C(=O)O)c(C)n(CC(C)C)c2c2ccccc12,12%,·,0%,·,·,2%,·,·,·,-0.8%,0%,
Cc1cnc(C(=O)NC(Cc2ccccc2)c2ccccc2)cn1 (centres undefined),8%,0.9%,-6%,i,56,4%,-1.4,39,-0.5%,-0.8%,5%,
O=C1c2ccccc2C(=O)C12OC2c1ccc(Cl)cc1 (centres undefined),·,2.4%,-8%,i,48,·,4.5,51,-0.2%,·,16%,
COc1ccccc1C(=O)N1CCN(S(=O)(=O)c2ccccc2)CC1,7%,1.0%,-3%,i,26,4%,-1.2,28,0.5%,1.8%,-1%,
CCOC(=O)c1nn(-c2ccc3c(c2)OCO3)cc1O,15%,1.9%,0%,i,54,-3%,-1.3,48,0.2%,-0.3%,2%,
CCN(CC)c1ccc(CNC23CN4CN(CN(C4)C2)C3)cc1,4%,1.7%,8%,i,24,-5%,-1.4,79,0.1%,0.2%,18%,
O=C(CCC(=O)c1cccs1)NCc1ccc(Cl)cc1,4%,0.6%,-1%,i,22,-2%,-0.1,69,0.1%,-0.1%,1%,
OC(CNCCc1ccc(C(F)(F)F)cc1)COC(c1ccccc1)c1ccccc1 (centres undefined),·,-2.5%,13%,i,25,-5%,66*,67*,-2.3%,0.2%,6%,
